PostGolgi yeast: phenotypic screen on post-Golgi transport, primary screen | post-Golgi transport phenotypic cell assay | inhibition, % at 10 µM | actives 0.9% (n = 98,000) | AID 739, 2007;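 note: yeast cells grown in 1536-well plates; yeast grown about 18 h at 30C before absorbance read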
sEH act: soluble epoxide hydrolase activators, primary screen, biochemical, human sEH | activation, % at 2 µM | AID 717, 2007 | purified human sEH enzymatic activity, activator screen | Bifunctional epoxide hydrolase 2 (Homo sapiens), P34913 | actives 0.04% (n = 91,000); in the data active = activation above about 37%; note: values of inactives mirror those of a sister screen read the other way
Target sequence (P34913 whole entry, looked up): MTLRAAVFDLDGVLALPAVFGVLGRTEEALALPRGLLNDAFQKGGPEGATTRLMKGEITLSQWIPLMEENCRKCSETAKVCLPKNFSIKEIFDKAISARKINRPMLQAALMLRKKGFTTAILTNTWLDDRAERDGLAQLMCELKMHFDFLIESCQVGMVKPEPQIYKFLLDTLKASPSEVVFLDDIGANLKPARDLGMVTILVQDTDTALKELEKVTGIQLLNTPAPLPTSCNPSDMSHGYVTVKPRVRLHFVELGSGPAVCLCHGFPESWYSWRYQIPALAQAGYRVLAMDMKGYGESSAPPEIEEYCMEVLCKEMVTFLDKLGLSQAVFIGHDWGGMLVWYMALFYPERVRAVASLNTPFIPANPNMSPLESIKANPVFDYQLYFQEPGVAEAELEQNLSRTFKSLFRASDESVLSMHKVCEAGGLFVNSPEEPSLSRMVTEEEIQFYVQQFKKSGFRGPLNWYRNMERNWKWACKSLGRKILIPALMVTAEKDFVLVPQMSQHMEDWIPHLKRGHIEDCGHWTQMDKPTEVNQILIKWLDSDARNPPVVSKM
CD11b adhes inh: inhibitors of CD11b/CD18 adhesion to fibrinogen, primary screen, K562 cells, luminescence | Integrin beta-2 (Homo sapiens) + Integrin alpha-M (Homo sapiens), P05107+P11215 | ATPlite luminescence; Mn2+ added to activate the integrin | inhibition, % at 10 µM | actives 0.54% (n = 93,000) | AID 1497, 2009;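 active = primary inhibition of 50% or more at 10 µM, then 40% or more on retest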; note: some results filed as inactive read as strong as hits
PLAP activator: PLAP enzyme activators, biochemical, luminescence, HTS | Alkaline phosphatase, placental type (Homo sapiens), P05187 | activation fold at 20 µM | AID 696, 2007 | actives 1.2% (n = 96,000) | purified PLAP enzyme, luminescent substrate read-out; active compounds read high; in the data active = activation fold above about 2
S1P2 ag: S1P2 receptor agonists, primary screen, cell-based. Sphingosine 1-phosphate receptor 2 (Homo sapiens), O95136. S1P2-expressing cell line, agonist reporter read-out. activation, % at 4.5 µM. actives 0.46% (n = 97,000). AID 729, 2007; in the data active = activation above about 16%;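 note: 0% = vehicle low control and 100% = maximal reference agonist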
Target sequence (O95136 whole entry, looked up): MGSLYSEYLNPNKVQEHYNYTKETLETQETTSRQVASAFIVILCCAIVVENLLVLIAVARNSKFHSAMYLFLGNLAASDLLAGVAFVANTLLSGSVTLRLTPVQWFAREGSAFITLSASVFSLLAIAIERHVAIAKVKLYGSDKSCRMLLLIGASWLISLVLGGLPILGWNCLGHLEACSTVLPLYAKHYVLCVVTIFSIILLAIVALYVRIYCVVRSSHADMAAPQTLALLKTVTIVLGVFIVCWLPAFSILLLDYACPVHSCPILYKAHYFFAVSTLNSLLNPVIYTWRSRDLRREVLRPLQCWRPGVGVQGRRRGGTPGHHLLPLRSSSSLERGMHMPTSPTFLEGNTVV
PostGolgi ctrl: growth inhibition of yeast control strain, primary screen, counter-screen for post-Golgi transport modulator project. efflux-deficient yeast background strain, growth absorbance A615, 16 h. inhibition, % at 10 µM. actives 5% (n = 98,000)
S1P2 blocker: human S1P2 receptor antagonists, primary screen, cell-based. cell-based S1P2 antagonist assay, inhibition at 5 uM. inhibition, % at 5 µM. actives 0.21% (n = 97,000); in the data active = inhibition above about 45%;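 note: CRE beta-lactamase reporter cells expressing human S1P2 stimulated with S1P; 0% = agonist at EC80 alone and 100% = agonist plus reference antagonist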
sEH inhibitor: soluble epoxide hydrolase inhibitors, primary screen, biochemical, human sEH; recombinant human sEH enzymatic activity assay; inhibition, % at 2 µM; Bifunctional epoxide hydrolase 2 (Homo sapiens), P34913; AID 707, 2007; actives 0.34% (n = 91,000); in the data active = inhibition above about 80%; note: values of inactives mirror those of a sister screen read the other way; many of its hits are not listed in these tables
Ecoli WT expand: growth inhibitors of wild-type E. coli, primary screen, strain BW25113, expanded library, OD600 | OD600 absorbance | growth inhibition, % at 100 µM | actives 0.15% (n = 98,000) | AID 710, 2007;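 active = growth inhibition above about 50% at one test dose, limit read from the data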;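 note: growth measured after 20 h incubation at 37 °C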
Numbers without * were called inactive; · = no result given. Cut-off read from the data, not from the text of the source, unless noted: active = inhibition above about 30%; inactive = the rest.

Every second line gives: sEH inhibitor, S1P2 blocker, Ecoli WT expand, sEH act, CD11b adhes inh, S1P2 ag, PostGolgi yeast, PostGolgi ctrl, PLAP activator
- O=C(O)C1[C@H]2C(=O)N(C3CCCC3)C[C@]23C=C[C@H]1O3 (stereo partly drawn)
  -8, 5, 5, 8, -6, -12, 9, 10, 0.9
- CC(=O)c1ccc(NC2OC(CO)C(O)C(O)C2O)cc1 (stereo not drawn)
  -5, 0, -1, 5, -13, -1, 4, 0, 0.9
- Cc1nn(-c2ccccc2)c2c1C(=O)N(Cc1ccccc1)C(=O)C(C)(C)C2
  ·, 16, 0, ·, ·, -4, 3, 24, 1.1
- COc1ccc(C(c2nnnn2CC2CCCO2)N2CCC(C(N)=O)CC2)cc1 (stereo not drawn)
  -1, 3, ·, 3, ·, -4, ·, ·, ·
- Cc1cc(C(=O)CSc2nc3ccccc3o2)c(C)n1CC1CCCO1 (stereo not drawn)
  5, 13, -9, -4, 8, -4, -4, 8, 0.9
- COc1ccc(S(=O)(=O)N(C)c2ccc(OCC(=O)Nc3cc(C)on3)cc2)cc1
  -1, -3, -9, 1, -4, -2, -1, 6, 0.8
- O=C(c1ccco1)N1CCN(S(=O)(=O)c2ccc(S(=O)(=O)NC3CCCC3)cc2)CC1
  -19, -3, -5, 19, -1, -3, 0, 10, 0.9
- Cc1cccc(NCCC(=O)c2ccc(Br)cc2)c1
  -4, -18, -1, 5, 2, -3, -3, -1, 1
- Nc1nnnn1/N=C/c1ccccc1OCc1ccc(Cl)cc1Cl
  4, 6, -2, -6, 14, -2, -5, 15, 1
- O=C(c1cc2nc(-c3ccc(F)cc3)cc(C(F)(F)F)n2n1)N1CCCC1
  -2, 14, -8, 2, -6, -7, -13, 3, 0.9
- O=C(Nc1ncccc1Cl)C1COc2ccccc2O1 (stereo not drawn)
  4, 1, -3, -3, 0, -1, 19, 5, 0.8
- Cc1ccc(C)c(N(CC(=O)NC2CCCC2)C(=O)c2oc(C(C)(C)C)cc2C)c1
  -4, 15, -14, 4, 46, -6, -4, 12, 1.6
- O=C(OCc1ccccc1Cl)c1cccnc1Cl
  6, -24, 3, -6, 1, -2, 9, 9, 0.8
- CN(C(=O)Cc1ccccc1)n1cnnc1
  5, 4, ·, -5, ·, -5, ·, ·, ·
- CCCOc1c(OC)cc(Cl)cc1C1NC(=O)NC(C)=C1C(=O)NCc1ccccc1 (stereo not drawn)
  -13, -14, 6, 12, 0, -4, 5, 15, 0.9
- CCOc1ccccc1NC(=O)c1ccc(S(=O)(=O)N2CCOCC2)cc1
  2, 2, 8, -1, -8, -5, 10, 7, 1
- O=C(Nc1ccc2snnc2c1)N1CCSCC1
  51, 1, ·, -49, -4, 0, ·, ·, 0.8
- CN(C)CCC(=O)c1ccc(Cl)cc1
  8, 15, 13, -7, -11, -8, 8, 2, 1
- CCN(Cc1ccccc1)C(=O)C1CCC(CNc2c(N3CCOCC3)c(=O)c2=O)CC1 (stereo not drawn)
  -3, 6, 0, 1, 9, -1, -6, 6, 1.2
- CCOC(=O)c1c(C)c(C(=O)NCCc2ccc(S(N)(=O)=O)cc2)c(C)n1CC
  0, 8, 5, 1, -2, -2, -4, 4, 1.1
- O=C(Nc1nnc(C2CC2)s1)C1Cc2ccccc2CN1S(=O)(=O)c1cccs1 (stereo not drawn)
  -2, 11, 3, 2, -6, -3, -9, 3, 1.7
- COC(=O)COc1ccsc1C(=O)OC
  -8, 19, 7, 9, ·, -3, -3, 12, 1.1
- CC(C)C(c1nnnn1Cc1ccc2c(c1)OCO2)N1CCN(c2ccccc2)CC1 (stereo not drawn)
  6, 2, 5, -6, 2, -4, -3, 19, 0.9
- Cc1c(Cl)cnc(NC(=O)COC(=O)CCS(=O)(=O)c2ccccc2)c1Cl
  4, 16, -4, -5, -6, -4, -2, -2, 1.1
- Cn1c(-c2ccc(F)cc2)cnc1NCc1ccc(C#N)cc1
  19, -6, 2, -18, 2, -4, 8, -2, 1
- N#Cc1ccc(OCc2nnc(SCC(=O)c3ccccc3)n2-c2ccccc2)cc1
  4, -10, ·, 1, ·, -6, ·, ·, ·
- O=C(CSc1nnc(-c2cccnc2)n1Cc1ccco1)NCc1ccc2c(c1)OCO2
  1, -3, -1, -1, -22, -6, 4, -5, 1.2
- COc1ccc(OC)c(S(=O)(=O)Nc2ccc(C)c(C)c2)c1
  -5, -2, 6, 2, -18, -6, 1, 1, 0.9
- CCC(C)[C@H](NC(=O)N1CCCC1)C(=O)O (stereo partly drawn)
  29, -5, 2, -31, -2, -4, -3, -5, 1
- CCOC(=O)CSc1nnc2n(C3CCCCC3)c(=O)c3c4c(sc3n12)CCCC4
  ·, ·, -8, ·, 21, ·, -12, 16, 1.2

3 of the compounds above, field by field:
COc1ccc(S(=O)(=O)N(C)c2ccc(OCC(=O)Nc3cc(C)on3)cc2)cc1
  sEH inhibitor: -1 | S1P2 blocker: -3 | Ecoli WT expand: -9 | sEH act: 1 | CD11b adhes inh: -4 | S1P2 ag: -2 | PostGolgi yeast: -1 | PostGolgi ctrl: 6 | PLAP activator: 0.8

Nc1nnnn1/N=C/c1ccccc1OCc1ccc(Cl)cc1Cl
  sEH inhibitor: 4 | S1P2 blocker: 6 | Ecoli WT expand: -2 | sEH act: -6 | CD11b adhes inh: 14 | S1P2 ag: -2 | PostGolgi yeast: -5 | PostGolgi ctrl: 15 | PLAP activator: 1

Cc1nn(-c2ccccc2)c2c1C(=O)N(Cc1ccccc1)C(=O)C(C)(C)C2
  sEH inhibitor: · | S1P2 blocker: 16 | Ecoli WT expand: 0 | sEH act: · | CD11b adhes inh: · | S1P2 ag: -4 | PostGolgi yeast: 3 | PostGolgi ctrl: 24 | PLAP activator: 1.1

Next entries:
Every second line gives: sEH inhibitor, S1P2 blocker, Ecoli WT expand, sEH act, CD11b adhes inh, S1P2 ag, PostGolgi yeast, PostGolgi ctrl, PLAP activator
- CC1(C)Cc2c(sc(/N=C/N3CCCC3)c2C#N)C(C)(C)N1
  -9, 19, ·, 9, ·, -7, ·, ·, ·
- CCc1c(C)nc(Nc2nc(C)c3cc(OC)ccc3n2)[nH]c1=O
  -2, -22, -6, 4, 5, 9, -7, 29, 1.3
- CN1CCc2c(sc3ncn4nc(-c5ccccc5O)nc4c23)C1
  -12, -6, -1, 10, -2, -1, 5, -4, 1.8
- CC(=O)Oc1cccc(N2C(=O)C3CC=C(Cl)CC3C2=O)c1 (stereo not drawn)
  -11, -1, 1, 11, 0, -7, -5, -1, 1.1
- COc1cccc(C2CC(c3c(-c4ccccc4)c4cc(Cl)ccc4[nH]c3=O)=NN2S(C)(=O)=O)c1OC (stereo not drawn)
  -9, -3, -21, 9, 1, -4, -4, 8, 1.7
- C/C(=N\Nc1ccc(F)cc1F)c1ccc(F)cc1
  3, 8, 8, 0, ·, -5, 6, 6, 1
- CC(C)(Oc1ccc(Cl)cc1)C(=O)NCc1ccncc1
  8, 0, 1, -8, -19, -6, 8, -11, 1
- CCCc1nnc(NC(=O)CCC(=O)N2CCN(c3ccccn3)CC2)s1
  -13, -15, -2, 13, ·, -4, 4, 5, 1.1
- Cc1cccc(NC(=O)c2cccs2)n1
  -13, 1, 13, 13, -13, -2, 0, 0, 0.9
- O=S(=O)(c1ccccc1)c1nc(-c2ccccc2)oc1N1CCCCC1
  -14, -137, -1, 18, -15, -7, 5, 21, 0.8
- CCn1c(C(=O)Nc2ccsc2C(=O)OC)cc2sc(Cl)cc21
  -4, 9, -12, 5, -17, -4, 4, -3, 1
- N=c1c(C(=O)NC2CCCC2)cc2c(=O)n3ccccc3nc2n1C1CCCC1
  -5, -11, 4, 6, ·, 6, 11, 9, 1.2
- CCC(C)(C(=O)NC1CCCC1)N(Cc1cccs1)C(=O)Cc1cccs1 (stereo not drawn)
  10, -30, 9, -12, 1, -4, -1, 17, 1.2
- COC(=O)c1cccc(Nc2cc(C)nc(-c3ccccc3O)n2)c1
  ·, 12, 0, ·, 54, -8, 6, 8, 1
- O=C(Nc1ccc2c(c1)nc1n2CCOC1)c1ccco1
  ·, 1, 3, ·, -7, -4, -4, -3, 0.8
- Cc1ccc(CN2CCN(/N=C/c3ccco3)CC2)c(C)c1
  -2, 2, ·, 6, ·, -2, ·, ·, ·
- CC1CC(=O)c2cnc(NCC3CCCO3)nc2C1 (stereo not drawn)
  -7, 21, 4, 7, -18, -3, 1, 2, 0.8
- O=C(/C=C/c1c(Cl)cccc1Cl)N1CCN(c2ncccn2)CC1
  4, 16, 0, -2, 5, -2, -7, 14, 1.2
- Cc1cc(=O)[nH]c(/N=C(/NC(=O)c2ccccc2)Nc2ccc3c(c2)OCCO3)n1
  3, -4, ·, -4, ·, -2, ·, ·, ·
- Cc1cc(C)cc(NC(=O)CN2CCc3ccccc3C2)c1
  0, 2, 14, 4, ·, -7, -23, 16, 0.8
- O=C(O)CCn1c(SCc2cccc3ccccc23)nc2ccccc21
  1, -11, 12, 0, 7, -3, -12, -2, 1.8
- Cc1ccc(N2C(N)=NC(N)=NC2(C)C)c(C)c1
  ·, 9, 10, ·, 0, -2, 0, -3, 0.9
- CCCCC(=O)Nc1ccc(NC(=O)C2CC2)cn1
  -4, -1, -2, 5, -4, 0, -3, 11, 0.9
- CC1=C(C)CC(C(=O)Nc2ccc(C(N)=O)cc2)C(C(=O)O)C1 (stereo not drawn)
  -14, -7, -2, 15, -11, -1, -2, 6, 1
- COc1cc(NC(=O)C(C)C)ccc1NC(=O)c1ccco1
  -6, 17, 2, 9, 6, -3, 0, 6, 0.9
- COc1ccc(-n2c(SCC(=O)OC(C)C)nnc2-c2ccccn2)cc1
  -12, 18, 8, 12, 7, -5, -10, -2, 1.1
- COc1ccc(-n2c(N)c(C(=O)NCC3CCCO3)sc2=S)cc1 (stereo not drawn)
  8, -13, -14, -6, -8, -1, -3, 13, 1.1
- Cc1ccc(-c2cc(C(=O)N/N=C/c3ccco3)[nH]n2)cc1
  -6, -15, -8, 7, -5, -1, 2, 9, 2.2*
- Cn1/c(=N/N=C/c2ccc(Cl)c([N+](=O)[O-])c2)sc2ccccc21
  -30, 27, 0, 32, ·, 0, 3, 5, 1.1
- CCOC(=O)Cn1cc(C(=O)OC)c2ccccc21
  -9, 11, 4, 7, -2, -5, -6, 7, 0.9
- COc1cccc(NC(=O)c2cccs2)c1
  0, -4, 7, -1, 0, -4, -6, 11, 0.8
- Cc1ccc(S(=O)(=O)NCC2CCC(C(=O)O)CC2)cc1 (stereo not drawn)
  -2, 7, -4, 3, ·, -3, -5, 5, 1.1
- Cc1cccc(NC(=O)CSc2nnc([C@@H]3CCCN3C(=O)OC(C)(C)C)o2)c1C
  4, -4, 13, -1, -16, -5, -5, -1, 1.2
- O=C(CSC1=Nc2ccccc2C2=NC(CC(=O)NC3CCCCC3)C(=O)N12)NCc1ccco1 (stereo not drawn)
  -10, 12, 6, 10, 8, -3, 0, -1, 1.3
- N=c1n(CCO)c2ccccc2n1CCOc1ccc(Cl)cc1Cl
  4, 22, 26, -5, 6, -10, 0, 1, 1.1
- C/C(=N\NC(=O)CC1N=C(Cc2ccccc2)NNC1=O)c1ccccc1 (stereo not drawn)
  8, 14, 0, -4, ·, 0, -23, -2, 1
- CCCNC(=O)CS(=O)Cc1nc(-c2ccccc2C)oc1C (stereo not drawn)
  -6, 19, -3, 5, -2, -2, 1, 1, 1.1

Compound activity deposited in PubChem by several laboratories.
